GSK3B inh = inhibitors of human GSK3beta kinase; activity score (negative = inhibition), % at 10 µM; actives 0.038% (n = 300,000); AID 2097; P49841; GST-GSK3beta kinase, ADP-Glo luminescence, 60 min; active compounds read low;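 active means more than half of replicate wells score below -50%, meaning over 50% inhibition versus plate controls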;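 further: 0% = median DMSO wells and -100% = median GW8510 positive control wells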
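test system = GST-tagged human GSK3beta kinase, cell-free | reagent = 25 µM ATP with peptide substrate | dosing = one dose of 10 µM per compound | schedule = 60 min reaction, RT | detection = luminescent ADP-Glo measurement of ADP formed | control set = DMSO neutral wells and GW8510 at 20 µM as positive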
Dyrk1A ADPGlo = blocks rat Dyrk1A kinase activity | Q63470 | ADP-Glo luminescence, NFATc1 peptide | inhibition, % at 12.5 µM | actives 0.43% (n = 310,000); in the data active means inhibition above about 50%;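 further: plate controls were vehicle with enzyme for no effect and no enzyme for full effect; many of its hits are not listed in these tables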
KCNQ1 block = blocks the human KCNQ1 potassium channel | P51787 | CHO-K1 KCNQ1, FluxOR thallium flux fluorescence; active compounds read high | B-score at 10 µM | actives 1.3% (n = 310,000) | AID 2642;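 active means compounds whose thallium flux B-score, printed positive for inhibition, exceeds three library SD while starting fluorescence stays within three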;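 further: channel opened by potassium depolarization with thallium stimulus after 20 min compound exposure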
KCNQ1 act = human KCNQ1 channel potentiation or activation | CHO-K1 KCNQ1, thallium flux FluxOR fluorescence; active compounds read high | B-score at 10 µM | actives 0.35% (n = 310,000);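 active means fluorescence ratio B-score, a plate-corrected score, at least three library SD, with initial intensity B-score within 5 SD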
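assay system = CHO-K1 cells stably expressing KCNQ1 | medium = assay buffer, equal DMSO in all wells | timing = 37 °C overnight plating, 90-min dark dye load, 20-min compound pretreatment | measured by = kinetic FluxOR thallium fluorescence, 10-s 1-Hz baseline, 110-s post-stimulus read | measure = fluorescence change relative to baseline, converted to B score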
RGS4 act = RGS4 potentiation or activation; HEK293 M3R/inducible RGS4, carbachol calcium flux Fluo4; active compounds read low; B-score at 10 µM; actives 0.92% (n = 310,000);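 active means B-score of the integrated calcium signal more than 4 SD below the library mean, with starting fluorescence not abnormally high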;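 further: negative B-score means reduced calcium response which marks RGS4 activation or potentiation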
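Reagent: ECmax carbachol challenge; Test system: M3R-expressing HEK293 line, RGS4 induced by doxycycline; Schedule: overnight RGS4 induction, 30 min dye load 37 °C, 20 min compound RT; Detection: calcium dye Fluo4 fluorescence; Read-out: Agonist-evoked peak-minus-minimum fluorescence over baseline, integrated ratio, B score.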
hERG protect = shields human hERG channel from block by proarrhythmic agents; CHO-hERG, FluxOR thallium flux, dofetilide IC70 present; AID 1511; activation (rescue from dofetilide block), less the hit threshold, % at 10 µM; Q12809; actives 0.51% (n = 310,000);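 active means activation above the mean of controls blocked by dofetilide plus 5 SD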;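 further: thallium influx through hERG after potassium depolarization seen as dye fluorescence rise; in these data hits start at about 4.7%; inactives centre near -7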
KCNK3 block = human KCNK3 channel inhibition, primary screen. O14649. CHO-KCNK3 thallium flux, FluxOR fluorescence; active compounds read low. B-score at 10 µM. actives 0.84% (n = 340,000);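 active means B-score under library mean minus 4 SD, starting fluorescence ratio at most library mean plus 5 SD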;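 further: more negative B-score means stronger inhibition of thallium flux through KCNK3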
Target sequence (O14649 whole entry, looked up): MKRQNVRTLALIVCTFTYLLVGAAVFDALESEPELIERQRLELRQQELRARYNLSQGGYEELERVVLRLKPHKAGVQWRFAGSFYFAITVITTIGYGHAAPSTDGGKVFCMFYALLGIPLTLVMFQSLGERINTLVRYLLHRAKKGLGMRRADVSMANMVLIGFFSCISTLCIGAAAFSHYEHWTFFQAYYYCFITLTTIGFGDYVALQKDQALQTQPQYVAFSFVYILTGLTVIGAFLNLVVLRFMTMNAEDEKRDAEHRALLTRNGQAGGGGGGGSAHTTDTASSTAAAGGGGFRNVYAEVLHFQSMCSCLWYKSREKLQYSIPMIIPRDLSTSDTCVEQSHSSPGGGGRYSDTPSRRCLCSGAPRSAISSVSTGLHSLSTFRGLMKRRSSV
RGS4 block = human RGS4 inhibition; B-score at 10 µM; actives 0.45% (n = 310,000); AID 463165; P49798; HEK293 M3R/RGS4 inducible, Fluo-4 calcium flux; active compounds read high; triggered by carbachol at its EC20;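 active means B-score, a plate-corrected calcium signal, over three deviations above library mean, with baseline fluorescence within five deviations of library mean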;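 further: RGS4 expression induced by doxycycline in cells with stable M3 receptor; B-score is computed from the integrated fluorescence ratio over baseline after carbachol; higher B-score means a larger calcium signal and so more RGS4 inhibition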
Target sequence (P49798 whole entry, looked up): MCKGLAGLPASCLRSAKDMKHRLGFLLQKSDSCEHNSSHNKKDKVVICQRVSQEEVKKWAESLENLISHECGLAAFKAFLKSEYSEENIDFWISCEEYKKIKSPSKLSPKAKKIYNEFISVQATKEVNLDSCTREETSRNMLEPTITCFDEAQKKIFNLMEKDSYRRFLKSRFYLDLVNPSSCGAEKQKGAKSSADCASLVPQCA
GSK3 alpha inh = human GSK-3 alpha kinase inhibition. P49840. AID 2650. inhibition, % at 10 µM. actives 0.1% (n = 320,000). ADP-Glo luminescence, 60 min;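 in the data active means inhibition above about 50%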;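 further: GST-tagged GSK-3 alpha with peptide substrate and 25 µM ATP; 0% = DMSO neutral wells and 100% = GW8510 positive control wells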
PolyA inhibitor = blocks polyadenylation in yeast reporter cells. S. cerevisiae SKY197-pL101 polyadenylation reporter, beta-gal luminescence; efflux-impaired pdr1/pdr3 knockout yeast; score 100 = 6 SD above DMSO. calls only at 12 µM. actives 0.02% (n = 300,000);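 active means lowest replicate activity score at least 50, where 100 means six control SD above control mean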;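 further: yeast exposed to compound for 9 h at 30 °C; higher score means more reporter readthrough which indicates perturbed polyadenylation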
KCNK9 block = blocks the human KCNK9 two-pore domain potassium channel; Q9NPC2; HEK293 KCNK9, FluxOR thallium flux fluorescence; active compounds read low; B-score at 10 µM; actives 1.2% (n = 310,000);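 active means ratio B-score over 3 SD below the library mean, with starting fluorescence within 5 SD of its mean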;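 further: negative B-score means less thallium flux so channel inhibition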
Target sequence (Q9NPC2 whole entry, looked up, the tested form may be a part): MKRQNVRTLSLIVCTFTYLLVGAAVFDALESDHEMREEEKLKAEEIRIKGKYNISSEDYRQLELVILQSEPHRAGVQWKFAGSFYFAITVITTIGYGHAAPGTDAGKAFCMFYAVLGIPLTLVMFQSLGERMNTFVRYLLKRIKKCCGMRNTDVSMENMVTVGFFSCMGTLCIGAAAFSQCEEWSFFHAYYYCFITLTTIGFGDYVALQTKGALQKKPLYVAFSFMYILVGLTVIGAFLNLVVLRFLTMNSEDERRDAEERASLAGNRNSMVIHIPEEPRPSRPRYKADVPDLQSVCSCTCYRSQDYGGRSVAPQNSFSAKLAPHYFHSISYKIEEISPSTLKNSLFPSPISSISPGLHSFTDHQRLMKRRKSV
* hit, by the source's call; i = inactive; nt = no result given. Not all compounds are listed, so the mix of outcomes need not match the whole.

Structure	GSK3B inh	Dyrk1A ADPGlo	KCNQ1 block	KCNQ1 act	RGS4 act	hERG protect	KCNK3 block	RGS4 block	GSK3 alpha inh	PolyA inhibitor	KCNK9 block
Cc1nc2oc3c(NCc4ccccc4)ncnc3c2c2c1COC(C)(C)C2	3.0	-3.3	i	i	i	-6.7	i	i	-1.0	i	i
CSc1ccc(/C=C/C(=O)NC(=O)c2ccccc2O)cc1	6.7	0.2	i	i	i	-8.7	i	i	-0.9	i	i
Cc1ccc2c(c1)C(c1ccc(F)cc1)N(C(=O)c1cc3ccccc3oc1=O)CC(=O)N2 (stereo not given)	-5.0	15.4	i	i	i	-6.2	i	i	-1.4	i	i
COc1ccc(N(CC(=O)NCCSc2ccccc2)S(=O)(=O)c2ccccc2)cc1OC	-0.4	0.8	i	i	i	-8.6	i	i	1.2	i	i
COc1ccc(Cc2n[nH]c(=S)n2-c2ccc3c(c2)OCCO3)cc1	-2.2	-3.0	i	i	i	-9.8	i	i	2.2	i	i
O=C(O)CC(c1ccccc1)N1C(=O)c2ccccc2C1=O (stereo not given)	-1.9	3.0	i	i	i	-5.0	i	i	-4.9	i	i
Nc1ccc(-c2cnc(-c3ccc(N)cc3)nc2)cc1	1.7	1.5	i	i	i	-1.7	i	i	-1.7	i	i
COC(=O)CN1C(=O)CC(C)(C)Sc2ccccc21	1.4	-1.8	i	i	i	-6.3	i	i	-4.7	i	i
O=C1c2cccc3cccc(c23)C(=O)C1(O)O	-0.9	78.7*	i	i	i	8.0*	i	i	1.0	i	i
COc1ccc(Nc2cc3n(c(=O)n2)CCc2cc(OC)c(OC)cc2-3)cc1	1.4	nt	i	i	i	-7.9	i	i	8.7	i	i
COc1ccc(OCc2nnc(SCC(N)=O)n2N)cc1	-0.8	-7.6	i	i	i	-4.8	i	i	-0.1	i	i
O=[N+]([O-])c1ccc(Oc2ccc(C(F)(F)F)cn2)cc1	-1.0	-0.1	i	i	i	-13.0	i	i	-1.3	i	i
Cc1ccc(NC(=O)C(=O)NCCc2c[nH]c3ccccc23)cc1C	2.0	-6.3	i	i	i	-10.6	i	i	-0.2	i	i
O=C(CN1C(=O)NC2(CCOc3ccccc32)C1=O)c1ccc[nH]1 (stereo not given)	1.0	1.1	i	i	i	-5.5	i	i	3.0	i	i
O=C(COC(=O)c1cn(-c2ccccc2)nc1-c1ccc(F)cc1)Nc1ncc(Cl)cc1Cl	-2.8	-5.9	i	i	i	-5.3	i	i	-3.5	i	i
CCOC(=O)N1CCN(C(=O)CS(=O)(=O)c2cn(Cc3ccc(Cl)cc3)c3ccccc23)CC1	-2.1	3.2	i	i	i	-13.0	i	i	0.0	i	i
CCCC(c1nnnn1CCc1ccccc1)N1CCC(C(N)=O)CC1 (stereo not given)	2.0	0.3	i	i	i	-18.0	i	i	0.0	i	i
COc1ccc(CCNC(=O)NS(=O)(=O)c2ccc(C)cc2)cc1OC	1.0	-5.3	i	i	i	0.5	i	i	1.8	i	i
CN(Cc1ccco1)C(=O)c1ccc(OC2CCN(Cc3ccccn3)CC2)cc1	2.5	nt	i	i	i	-4.0	i	i	0.9	i	i
CN(C1CCCCC1)S(=O)(=O)c1ccc(S(=O)(=O)N2CCN(C(=O)c3ccccc3F)CC2)cc1	1.7	2.7	i	i	i	-9.6	i	i	-1.3	i	i
CCOC(=O)C1CCN(C(=O)c2cccs2)CC1	0.3	-0.1	i	i	i	0.2	i	i	-0.2	i	i
O=C(c1ccco1)N1N=C(c2ccc(Cl)cc2)CC1(O)C(F)(F)F (stereo not given)	1.3	-1.9	i	i	i	-5.2	i	i	-4.3	i	i
O=C(c1cc(COc2ccc(F)cc2Cl)on1)N1CCSCC1	-3.6	4.0	i	i	i	-2.2	i	i	0.7	i	i
CC(=O)NC(CC(=O)OCC(=O)N1CCN(S(=O)(=O)c2ccc(Cl)cc2)CC1)c1ccccc1 (stereo not given)	-1.7	8.5	i	i	i	-12.6	i	i	-2.2	i	i
CCN(CC(=O)NCc1ccncc1)S(=O)(=O)c1ccc(OC)cc1	-4.2	-12.8	i	i	i	-4.1	i	i	-3.0	i	i

Complete entries from above. Screens in order: GSK3B inh	Dyrk1A ADPGlo	KCNQ1 block	KCNQ1 act	RGS4 act	hERG protect	KCNK3 block	RGS4 block	GSK3 alpha inh	PolyA inhibitor	KCNK9 block
Shown for `O=C(COC(=O)c1cn(-c2ccccc2)nc1-c1ccc(F)cc1)Nc1ncc(Cl)cc1Cl` → -2.8	-5.9	i	i	i	-5.3	i	i	-3.5	i	i
Shown for `CN(Cc1ccco1)C(=O)c1ccc(OC2CCN(Cc3ccccn3)CC2)cc1` → 2.5	nt	i	i	i	-4.0	i	i	0.9	i	i

Further structures.
Structure	GSK3B inh	Dyrk1A ADPGlo	KCNQ1 block	KCNQ1 act	RGS4 act	hERG protect	KCNK3 block	RGS4 block	GSK3 alpha inh	PolyA inhibitor	KCNK9 block
CCOC(=O)Cc1nnc(Nc2cccc(O)c2)c2ccccc12	0.5	4.1	i	i	i	-4.1	i	i	-0.2	i	i
Cc1ccc2oc(C(=O)NC3CCS(=O)(=O)C3)cc(=O)c2c1 (stereo not given)	2.3	-1.8	i	i	i	-7.1	i	i	-3.2	i	i
Cn1c(SCC(=O)N2CCOCC2)nc2cccnc21	1.3	4.8	i	i	i	4.8*	i	i	-0.9	i	i
Cc1cc(C)n(-c2nc3ccccc3c(=O)n2OCC(=O)Nc2c(C)cccc2C)n1	1.6	-0.8	i	i	i	-14.4	i	i	2.2	i	i
COCCNC(=O)CSc1ccccc1C(=O)NCC1CCCCC1	2.8	3.3	i	i	i	-1.6	i	i	-5.3	i	i
CCCCCCCCCC(=O)Nn1cnc2ccccc2c1=O	4.0	-0.4	i	i	i	-4.0	i	i	-3.6	i	i
Cc1c(NC(=O)CSCc2ccccc2)cccc1C(=O)O	0.0	2.9	i	i	i	-9.6	i	i	1.7	i	i
COc1ccccc1N1CCN(C(=O)Cn2nnc(-c3cccs3)n2)CC1	-10.4	nt	i	i	i	-4.5	i	i	6.3	i	i
CC1=NN(C(=O)Cn2nc([N+](=O)[O-])cc2C)C(O)(C(F)(F)F)C1 (stereo not given)	2.6	-1.2	i	i	i	-1.0	i	i	0.7	i	i
CCOc1ccccc1CNC(=O)CCNS(=O)(=O)c1ccc2[nH]c(=O)oc2c1	2.2	-3.8	i	i	i	-4.0	i	i	14.1	i	i
Cc1c(Cl)cccc1N1C(=O)CC(N(O)c2ccccc2)C1=O (stereo not given)	2.5	-2.2	i	i	i	-8.7	i	i	-1.5	i	i
COc1ccc(/C=C/c2nnc(NC(=O)C(C)C)s2)cc1	0.8	11.1	i	i	i	-2.4	i	i	0.2	i	i
COc1ccc(C(=O)Nc2cccc(N(C)S(C)(=O)=O)c2)cc1OC	-0.5	-8.5	i	i	i	-11.5	i	i	-1.5	i	i
COc1ccc(-c2nc(CN(Cc3cnn(C)c3)C(C)C)c(C)o2)c(OC)c1	1.7	-7.0	i	i	i	-12.9	i	i	0.5	i	i
O=C(c1ccc(-n2cncn2)c([N+](=O)[O-])c1)N1CCN(S(=O)(=O)c2ccc(Br)cc2)CC1	nt	-1.5	i	i	i	-7.5	i	i	-1.9	i	i
Cc1nc2nc(COc3ccccc3)[nH]n2c(=O)c1Cc1ccccc1	7.3	-5.8	i	i	i	-5.0	i	i	-4.4	i	i
CCOC(=O)C(CC)/C(C)=N\NC(=O)c1ccccc1O (stereo not given)	1.4	-0.8	i	i	i	-8.8	i	i	-0.9	i	i
Cc1cccc2nc(CSc3ccccc3N)cn12	2.4	5.9	i	i	i	-5.7	i	i	-1.6	i	i
CCOc1cc(/C=N/N=C2/NC(=O)C(CC(=O)O)S2)ccc1OCc1ccc(Cl)cc1 (stereo not given)	1.2	-0.3	i	i	i	-12.9	i	i	-0.5	i	i
CSc1ccc(Cl)c(C(=O)OCC(=O)N(C)CCC#N)c1	3.3	3.8	i	i	i	-8.8	i	i	7.0	i	i
COCCSc1nnc(NS(=O)(=O)c2ccccc2)s1	0.9	1.9	i	i	i	-1.4	i	i	-1.6	i	i
Nc1c(C(=O)Nc2ccccc2Cl)nnn1-c1ccc2c(c1)OCCO2	1.6	-6.9	i	i	i	-4.8	i	i	-1.6	i	i
CC(C)(C)c1ccc(C(=O)NCCN2CCOCC2)cc1	-0.3	6.0	i	i	i	-6.5	i	i	-0.4	i	i
CC12CCC(c3c(C(=O)O)nn(-c4ccc(F)cc4)c31)C2(C)C (stereo not given)	4.0	-2.6	i	i	i	-7.1	i	i	-12.0	i	i
CC1(C)Cc2c(cnn2-c2cccc(F)c2)C(NC(=O)c2ccc[n+]([O-])c2)C1 (stereo not given)	1.6	0.5	i	i	i	0.2	i	i	-3.2	i	i
COc1cccc(NC(=O)COc2coc(CN3CCc4ccccc4C3)cc2=O)c1	-1.4	0.0	i	i	i	-11.0	i	i	-1.3	i	i
Cc1ccc(NC(=O)C2CCN(C(=O)c3ccco3)CC2)cc1C	2.4	-2.0	i	i	i	-7.7	i	i	-3.4	i	i
Nc1ccc2c(c1)Cc1cc([N+](=O)[O-])ccc1-2	-0.2	6.7	i	i	i	-4.3	i	i	-0.8	i	i
CCOc1cc2[nH]c(=S)n(CCCN3CCCC3=O)c(=O)c2cc1OCC	-1.4	4.1	i	i	i	-14.2	i	i	-0.8	i	i
CCOc1ccc(NC(=O)c2nc(SCC)ncc2Cl)cc1	-0.4	2.4	i	i	i	-5.0	i	i	-1.6	i	i
O=C(O)C(Cc1ccc(O)cc1)N1C(=O)c2ccccc2C1=O (stereo not given)	0.4	0.3	i	i	i	-0.6	i	i	-0.4	i	i
CCOc1ccc(N2CC(C(=O)N3CCN(C(=O)c4ccco4)CC3)CC2=O)cc1 (stereo not given)	-0.4	-2.0	i	i	i	-5.0	i	i	2.8	i	i
COC(=O)CC1SC(=O)NC1=Nc1cccc(C)c1 (stereo not given)	-2.2	6.5	i	i	i	-9.6	i	i	-2.6	i	i
COc1cc(/C=C/C(=O)O)cc(S(=O)(=O)Nc2ccccc2C(=O)NCCc2ccccc2)c1OC	1.8	-5.6	i	i	i	-2.9	i	i	-2.7	i	i
